# Pf Dd2 inh = P. falciparum Dd2 growth inhibition; activity change, % at 10 µM; 2.3% of 94,000 active; AID 1159554; SYBR Green, 72 h; active compounds read low; in the data active means activity change below about -80%
# GASC1 inh = KDM4C (human) demethylase inhibition; 0.15% of 96,000 active; inhibition, % at 12.5 µM; GST-KDM4C 2-372, H3K9me3 peptide, LANCE TR-FRET; AID 720574; Q9H3R0;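 active means mean replicate inhibition above about 25%, with at least 55% of replicates also reaching it, limit read from the data, passing the limit was not always enough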
# Target sequence (Q9H3R0 2-372 limits assumed): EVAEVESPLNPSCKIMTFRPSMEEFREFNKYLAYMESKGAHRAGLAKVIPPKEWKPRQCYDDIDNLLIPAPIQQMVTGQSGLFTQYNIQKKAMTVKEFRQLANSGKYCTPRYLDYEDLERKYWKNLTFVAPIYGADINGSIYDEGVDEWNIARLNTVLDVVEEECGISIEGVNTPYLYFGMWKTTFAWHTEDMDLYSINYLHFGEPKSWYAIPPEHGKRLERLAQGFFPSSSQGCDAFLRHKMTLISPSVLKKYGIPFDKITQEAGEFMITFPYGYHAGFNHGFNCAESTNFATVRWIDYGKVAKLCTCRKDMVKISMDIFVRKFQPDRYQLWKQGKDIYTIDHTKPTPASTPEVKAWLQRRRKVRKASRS
#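 Test system: N-terminal GST-fused human GASC-1 (KDM4C) fragment, residues 2-372; quantity: GASC-1 enzyme at 10 nM final in reaction; dosing: single dose; schedule: 30 min demethylation and 1 h detection at room temperature; signal: LANCE TR-FRET, excitation 340 nm, emissions 618 and 671 nm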
# Tcruzi prolif = T. cruzi proliferation inhibition; T. cruzi beta-gal in NIH3T3, GalScreen luminescence, 90 h; inhibition, % at 8.34 µM; 5.9% of 77,000 active;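 active means mean inhibition above about 93%, with at least 55% of replicates each passing it, limit read from the data, passing the limit was not always enough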
# C diff HTS = inhibitors of Clostridium difficile growth. Clostridium difficile clinical isolate growth, OD600, 24 h; active compounds read low. growth activity, negative = inhibition, % at 16 µg/mL (by protocol). 0.25% of 86,000 active;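 active means mean growth activity at or below -80% and every replicate also at or below -80%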;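 further: 0% = DMSO wells and -100% = levofloxacin 16 µg/mL wells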
# The depositor's hits bear a star; / = no result given; & = joins results of further samples. Hits appear at their usual frequency; about 7.3% have a hit in one of these screens.
SMILES,Pf Dd2 inh,GASC1 inh,Tcruzi prolif,C diff HTS
CCCC#Cc1ccc2c(c1)O[C@@H](CN(C)C(=O)c1ccccn1)[C@H](C)CN([C@@H](C)CO)S2(=O)=O,-39,1.4,34,4
C[C@@H]1CN([C@@H](C)CO)C(=O)Cc2cc(NC(=O)Nc3ccc4c(c3)OCO4)ccc2O[C@@H]1CN(C)S(=O)(=O)c1ccccc1,0,0.4,-47,-4
Cc1ccc(S(=O)(=O)Nc2cccc3c2O[C@H](CN(C)Cc2ccccc2)[C@H](C)CN([C@@H](C)CO)C3=O)cc1,-20&-5,-4.0&2.4,/,22&-6
C[C@H](CO)N1C[C@H](C)[C@@H](CN(C)C(=O)NC2CCCCC2)Oc2c(NC(=O)C3CCOCC3)cccc2C1=O,15,-0.1,31,-2
C[C@H](CO)N1C[C@H](C)[C@@H](CN(C)C(=O)NC2CCCCC2)Oc2c(NC(=O)CCCCCC(=O)Nc3ccccc3N)cccc2C1=O,-24,0.8,/,0
O=C(C1CCCC1)N1[C@H](CO)[C@@H]2c3ccccc3N(S(=O)(=O)c3ccccc3)C[C@@H]21,0,-2.4,-9,-3
CNC[C@H]1OCCCC[C@@H](C)Oc2ccc(NC(=O)c3ccccc3)cc2C(=O)N([C@H](C)CO)C[C@H]1C,-35,-1.2,9,-6
O=C(Cc1ccccn1)NCC[C@@H]1CC[C@@H](NC(=O)Nc2ccccc2)[C@@H](CO)O1,9,0.5,19,4
O=C(CN1CCOCC1)N1CCCCN2[C@H](CO)[C@@H](c3ccc(/C=C/c4ccccc4)cc3)[C@H]2C1,-6,-0.7,10,-2
CN1C(=O)c2cc(NC(=O)NC3CCCC3)ccc2OC[C@@H]2O[C@H](CC(=O)O)CC[C@H]21,-51,-0.6,-36,-1
C[C@H](CO)N1C[C@H](C)[C@@H](CN(C)Cc2cccc(C(=O)O)c2)Oc2ncc(/C=C/c3ccccc3)cc2C1=O,-14,-1.1,-25,0
COc1cccc(CN2[C@H](CO)[C@@H](c3ccccc3)C23CN(C(=O)C2CCC2)C3)c1,9,-0.1,/,60
CNC(=O)C[C@@H]1CC[C@@H]2[C@@H](COc3ccc(NC(=O)C4CCCCC4)cc3C(=O)N2C)O1,7,1.7,-5,1
Cc1noc(C)c1C(=O)N(C)C[C@H]1OCc2ccccc2-c2c(n(C)c3ccccc23)C(=O)N([C@H](C)CO)C[C@@H]1C,16,-1.0,19,0
CCC(=O)N[C@H]1CC[C@@H](CCNS(=O)(=O)c2ccc(Cl)cc2)O[C@@H]1CO,1,-0.6,/,0
CCCNC(=O)N1C[C@@H](O)COC[C@@H]2O[C@@H](CC(=O)N3CCN(C)CC3)CC[C@H]21,11,1.1,58,4&-3
CCC(=O)N1[C@@H]2c3ccc(-c4ccccc4)c(=O)n3C[C@H]1[C@H](CO)[C@H]2C(=O)N(C)C,5,0.5,53,-7
CO[C@H]1CN(C)C(=O)c2ccc(NS(C)(=O)=O)cc2OC[C@@H](C)N(Cc2cccnc2)C[C@@H]1C,23,-2.1,2,0
C[C@@H]1CN([C@@H](C)CO)C(=O)c2cccc(NC(=O)c3nc4ccccc4s3)c2O[C@H]1CN(C)Cc1ccccc1,8,2.9,69,2
COc1ccc(-c2ccc([C@H]3[C@H](C#N)N(C(=O)C4CCCC4)[C@H]3CO)cc2)cc1,-26,-4.5,100*,2
C[C@H]1CN([C@@H](C)CO)C(=O)c2cc(-c3ccc(C(=O)N(C)C)cc3)cnc2O[C@H]1CN(C)C(=O)CN(C)C,44,1.3,2,-4
COc1ccc(S(=O)(=O)N(C)C[C@H]2Oc3c(NS(C)(=O)=O)cccc3C(=O)N([C@@H](C)CO)C[C@H]2C)cc1,-43,1.0,-10,-1
CO[C@H]1CN(C)C(=O)c2cc(NC(=O)Nc3cc(F)ccc3F)ccc2OC[C@H](C)N(C(=O)c2ccccn2)C[C@@H]1C,-17,-0.5,-53,0
Cc1noc(C)c1NC(=O)Nc1ccc2c(c1)C(=O)N([C@H](C)CO)C[C@@H](C)[C@H](CN(C)Cc1ccc(Cl)c(Cl)c1)OCCCC[C@H](C)O2,-86*,-0.2,76,10
NCC[C@H]1CC[C@H](NC(=O)C2CC2)[C@H](CO)O1,33,-0.8,/,2
CO[C@@H]1CN(C)C(=O)c2ccc(NC(C)=O)cc2OC[C@H](C)N(CCc2ccccc2)C[C@H]1C,1,-0.2,-34,/
COc1ccc2c3c([nH]c2c1)[C@@H](CO)NCC31CN(C(=O)c2ccccc2)C1,-13,0.4,/,5
C[C@@H]1CN([C@@H](C)CO)C(=O)c2cc(C3=CCCC3)cnc2O[C@H]1CN(C)C(=O)C1CCOCC1,20,3.5,/,-1
C[C@@H]1CN([C@@H](C)CO)C(=O)c2cc(NC(=O)Cc3ccccc3)ccc2O[C@@H](C)CCCCO[C@@H]1CN(C)S(=O)(=O)c1ccc(Cl)cc1,-85*,-1.5,111*,-1
C[C@@H]1CN([C@@H](C)CO)C(=O)c2cc(NC(=O)Nc3ccc(F)cc3)ccc2O[C@@H](C)CCCCO[C@H]1CN(C)Cc1ccc(C(=O)O)cc1,-14,0.8,15,4
CN(C)CC(=O)Nc1ccc2c(c1)[C@H]1C[C@H](CC(=O)NCc3ccccn3)O[C@H](CO)[C@H]1O2,6,1.4,/,0
CO[C@@H]1CC[C@H]2CCOc3ccc(C#N)cc3C(=O)N(C)C[C@H](C)C(=O)N(C)C[C@H]1O2,/,0.3,7,-6
CCS(=O)(=O)NCC[C@@H]1CC[C@H](NC(=O)Cc2ccccn2)[C@@H](CO)O1,27,2.6,14,/
C[C@@H]1CN([C@H](C)CO)C(=O)Cc2cc(NC(=O)C3CC3)ccc2O[C@@H]1CN(C)S(=O)(=O)c1cn(C)cn1,1,9.7,-21,-7
COc1ccc(S(=O)(=O)N(C)C[C@H]2Oc3c(NC(=O)NC4CCCCC4)cccc3C(=O)N([C@H](C)CO)C[C@@H]2C)cc1,-35,-0.4,-8,/
CO[C@@H]1CN(C)C(=O)c2cc(NC(=O)c3cnccn3)ccc2OC[C@H](C)NC[C@@H]1C,10,5.5,4,/
COC(=O)C[C@H]1CC[C@@H]2[C@H](COC[C@H](O)CN2S(=O)(=O)c2ccccc2C)O1,-5,0.1,-8,0
COCC#Cc1ccc2c(c1)O[C@@H](CN(C)Cc1ccccc1)[C@H](C)CN([C@@H](C)CO)S2(=O)=O,-70,-4.0,101*,6
CN1C(=O)c2cc(NC(=O)Nc3ccc(Cl)cc3)ccc2OC[C@H]2O[C@@H](CC(=O)O)CC[C@H]21,2,-1.5,32,29
C[C@H](CO)N1C[C@H](C)[C@@H](CN(C)Cc2ccncc2)Oc2ncc(-c3cccc(F)c3)cc2C1=O,0,0.4,54,-10
Cc1noc(C)c1NC(=O)N(C)C[C@H]1OCCCC[C@H](C)Oc2ccc(NC(=O)c3ccncc3)cc2C(=O)N([C@@H](C)CO)C[C@@H]1C,47,-17,85,1
C[C@@H]1CN([C@H](C)CO)C(=O)Cc2cc(NC(=O)Nc3cccc4ccccc34)ccc2O[C@@H]1CN(C)Cc1ccc(C(=O)O)cc1,-4,0.7,/,8
COc1ccc(CN(C)C[C@@H]2OCCCC[C@H](C)Oc3ccc(NC(=O)Nc4ccc5c(c4)OCO5)cc3C(=O)N([C@@H](C)CO)C[C@@H]2C)cc1,-69,-0.7,102*,/
CCCC(=O)Nc1ccc2c(c1)OC[C@@H](C)N(Cc1cc(F)ccc1F)C[C@@H](C)[C@H](OC)CN(C)C2=O,-86*,0.9,29,3
CC(=O)Nc1ccc2c(c1)C(=O)N(C)[C@H]1CC[C@H](CC(=O)NC3CCCCC3)O[C@H]1CO2,-6,2.1,-39,-2
Cc1noc(C)c1S(=O)(=O)Nc1ccc2c(c1)C(=O)N([C@@H](C)CO)C[C@@H](C)[C@@H](CN(C)Cc1ccc(C(F)(F)F)cc1)OCCCC[C@@H](C)O2,-18,-2.4,99*,/
O=C(C[C@@H]1CC[C@H](NC(=O)Nc2ccc(C(F)(F)F)cc2)[C@@H](CO)O1)NCc1cccc(F)c1,-18,-0.4,-8,3
CC(=O)N1[C@H](C(=O)NC2CCCCC2)[C@@H](CO)[C@@H]2Cn3c(cccc3=O)[C@@H]21,-5,-0.8,28,0
O=C(C1CCCC1)N1CCCCN2[C@H](C1)[C@H](c1ccc(-c3ccncc3)cc1)[C@@H]2CO,-33,/,65,-5
CN1C(=O)c2cc(NC(=O)c3cnccn3)ccc2OC[C@@H]2O[C@H](CC(=O)N[C@H]3CCN(Cc4ccccc4)C3)CC[C@H]21,-20,0.2,81,-3
# Additional results
SMILES,Pf Dd2 inh,GASC1 inh,Tcruzi prolif,C diff HTS
COC(=O)C[C@@H]1CC[C@@H](NC(=O)Nc2ccc(C(F)(F)F)cc2)[C@H](CO)O1,6,1.8,-6,0
CC(=O)N1[C@H](CNC(=O)C2CC2)[C@H](c2ccc(-c3cccc(F)c3)cc2)[C@@H]1CO,-3,0.0,28,-1
COc1ccc(-c2cn(CC[C@@H]3CC[C@@H](N)[C@H](CO)O3)nn2)cc1,-36,-0.9,37,/
COc1ccc(NC(=O)N2CC[C@@H]3[C@@H](CO)N(C)c4ccc(-c5ccc(F)cc5)cc4[C@@H]32)cc1,22,-1.4,75,42
C/C=C/c1ccc([C@H]2[C@@H](CO)N3C(=O)CN(Cc4ccc(C)cc4)C[C@@H]23)cc1,-8,-0.2,/,3
CCC(=O)N(C)C[C@H]1[C@@H](c2ccc(-c3ccc(F)cc3)cc2)[C@@H](CO)N1C(C)=O,17,-2.8,/,35
C[C@H](CO)N1C[C@H](C)[C@@H](CN(C)S(=O)(=O)c2cn(C)cn2)OCc2cn(nn2)CCCC1=O,3,/,-61,/
O=C(NC1CCCCC1)N1CC(=O)N2[C@H](CO)[C@H](c3ccc(-c4cccnc4)cc3)[C@H]2C1,-13,0.1,/,-4
O=C(Nc1ccc(Cl)cc1)N[C@@H]1CC[C@H](CCn2cc(C3(O)CCCC3)nn2)O[C@H]1CO,-41,1.4,6,/
Cc1ccccc1S(=O)(=O)N[C@H]1CC[C@H](CCn2cc(-c3ccc(F)cc3)nn2)O[C@H]1CO,-17,8.2,43,/

# Laid out differently: entries from further up
# Order of results: Pf Dd2 inh, GASC1 inh, Tcruzi prolif, C diff HTS
CO[C@@H]1CN(C)C(=O)c2cc(NC(=O)c3cnccn3)ccc2OC[C@H](C)NC[C@@H]1C
    10, 5.5, 4, /
C[C@@H]1CN([C@@H](C)CO)C(=O)c2cc(C3=CCCC3)cnc2O[C@H]1CN(C)C(=O)C1CCOCC1
    20, 3.5, /, -1
COc1ccc(S(=O)(=O)N(C)C[C@H]2Oc3c(NC(=O)NC4CCCCC4)cccc3C(=O)N([C@H](C)CO)C[C@@H]2C)cc1
    -35, -0.4, -8, /
C[C@@H]1CN([C@@H](C)CO)C(=O)c2cc(NC(=O)Cc3ccccc3)ccc2O[C@@H](C)CCCCO[C@@H]1CN(C)S(=O)(=O)c1ccc(Cl)cc1
    -85*, -1.5, 111*, -1

# A few values from the list.
# `COc1ccc(NC(=O)N2CC[C@@H]3[C@@H](CO)N(C)c4ccc(-c5ccc(F)cc5)cc4[C@@H]32)cc1` in Pf Dd2 inh: 22
# `O=C(Nc1ccc(Cl)cc1)N[C@@H]1CC[C@H](CCn2cc(C3(O)CCCC3)nn2)O[C@H]1CO` in GASC1 inh: 1.4

# Going on with the list:
SMILES,Pf Dd2 inh,GASC1 inh,Tcruzi prolif,C diff HTS
CCC(=O)N(C)C[C@@H]1Oc2cc(/C=C/c3ccccc3)ccc2S(=O)(=O)N([C@H](C)CO)C[C@@H]1C,-66,-1.0,67,-4
CO[C@H]1CN(C)C(=O)c2ccc(NC(=O)C3CCC3)cc2OC[C@@H](C)N(Cc2ccc(F)cc2)C[C@H]1C,/,0.0,42,/
COc1ccc(NC(=O)Nc2ccc3c(c2)C(=O)N([C@@H](C)CO)C[C@H](C)[C@H](CN(C)Cc2ccc(-c4ccccc4)cc2)O3)cc1,-5,-1.6,95,/
CCC(=O)Nc1ccc2c(c1)OC[C@@H](C)N(CCc1ccccc1)C[C@H](C)[C@@H](OC)CN(C)C2=O,-34,0.9,58,/
C[C@H]1CN([C@@H](C)CO)C(=O)c2cc(-c3ccc(F)cc3)cnc2O[C@@H]1CN(C)C(=O)c1cccnc1,-2,1.1,-127,0
CC(=O)N[C@H]1C[C@@H]2O[C@@H](CO)CC[C@@H]2O[C@@H]1CCc1ccc(-c2ccc(F)cc2)cc1,-25,/,/,-4
CN1C[C@H]2[C@@H](c3ccccc31)[C@@H](CO)N2C(=O)C1CCCCC1,19,1.1,22,-6
C[C@H](CO)N1C[C@H](C)[C@H](CN(C)C(=O)NC2CCCCC2)Oc2c(NC(=O)Nc3ccccc3)cccc2C1=O,0,-2.8,-18,18
C[C@H](CO)N1C[C@H](C)[C@H](CN(C)Cc2ccncc2)Oc2ncc(C#Cc3ccccc3)cc2C1=O,-7,-0.3,-12,-6
C[C@@H]1CN([C@H](C)CO)C(=O)c2cc(NS(C)(=O)=O)ccc2O[C@@H]1CN(C)C(=O)Nc1ccc(F)cc1,19,0.5,37,0

# Screening data: PubChem BioAssay, Broad Institute
